Screens from PubChem BioAssay.
LGR2 inh = Drosophila LGR2 receptor signaling inhibition | 380,000 compounds, 0.35% hits | HEK293 LGR2, CRE-luciferase, bursicon-stimulated, 4 h | inhibition, % at 9.99 µM;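 active means drop in luminescence signal, shown as inhibition above about 50% in the replicate tests, limit read from the data, passing the limit was not always enough; inconclusive means probably only some replicates passing the limit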;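 further: agonist challenge used bursicon conditioned medium at about half maximal strength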
esBAF inh = inhibitors of esBAF chromatin remodeling in mouse ES cells. 350,000 compounds, 2% hits. reporter increase, % at 12.5 µM. Bmi1-luciferase knock-in reporter, 24 h; 100% = twice the neutral-well signal. AID 602393; in the data active means activation above about 40%; inconclusive means no clear call, values can overlap the other calls;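 further: 0% = median of the plate's neutral control wells and 100% = double that signal; a rise in the Bmi1 reporter signal indicates esBAF inhibition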
FN deposition inh = fibronectin deposition inhibition; 350,000 compounds, 0.086% hits; inhibition, % at 12.6 µM; AH1F fibroblasts, Alexa488-fibronectin deposition fluorescence, overnight;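 active means mean inhibition across replicates of 30% or more, regardless of how many single replicates reach that level; inconclusive means mean under 30% yet at least half of replicates reach 30%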;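 further: positive control wells lacked labelled fibronectin entirely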
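Assay system: AH1F fibroblasts assembling fluorescent fibronectin matrix; Amount: 10000 AH1F cells per well; Buffer or medium: DMEM, 2% serum; Probe or stimulus: Alexa488-fibronectin, 24 nM final in well; Doses: single compound dose, delivered by pin transfer; Incubation: 1 h adhesion, overnight exposure; Measured by: fluorescence 485/525 nm; Read-out: fibronectin deposition inhibition.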
C2C12 statin = suppression of simvastatin myotoxicity. rescue of ATP level, % at 7.49 µM. C2C12 myotubes + simvastatin, ATP luminescence, 48 h; scaled: DMSO 0, geranylgeraniol control 100. 330,000 compounds, 0.78% hits;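 active means mean ATP rescue above about 67%, or every replicate alone reaching that limit, limit read from the data, passing the limit was not always enough; inconclusive means no clear call, values can overlap the other calls; inactive means mean under the limit and some replicate under it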;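 further: myotubes were challenged with 10 µM simvastatin during compound exposure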
S100A4 inh HTS = inhibitors of human S100A4 binding to myosin IIA peptide | AID 652163 | S100A4/TAMRA-MyoIIA peptide fluorescence polarization | 360,000 compounds, 0.14% hits | inhibition, % at 10.7 µM | P26447;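 active means mean inhibition of at least 70% across replicates, with every replicate also reaching that level; inconclusive means mean inhibition reaches 70% but some replicates fall short; inactive means mean inhibition below 70%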
Target sequence (P26447 whole entry, looked up): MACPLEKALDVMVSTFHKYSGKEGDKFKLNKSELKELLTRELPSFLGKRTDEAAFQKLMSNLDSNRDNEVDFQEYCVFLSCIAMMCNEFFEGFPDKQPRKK
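Assay system: human S100A4 monomer with TAMRA-labelled myosin IIA peptide / Buffer or medium: Calcium-containing HEPES buffer, pH 7.2 / Reagent: TAMRA-labelled myosin IIA heavy-chain peptide probe, 5 nM / Compound: one dose per compound / Timing: polarization read 5 min after assay mix addition, stable 5–60 min / Benchmarks: neutral control DMSO, positive control TFP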
SIRT5 inh = inhibitors of human sirtuin-5 desuccinylase | Q9NXA8 | Purified SirT5, succinyl-peptide AMC, trypsin-coupled fluorescence | inhibition, % at 15 µM | 330,000 compounds, 1.1% hits; in the data active means inhibition above about 15%; inconclusive means no clear call, values can overlap the other calls
Target sequence (Q9NXA8 whole entry, looked up): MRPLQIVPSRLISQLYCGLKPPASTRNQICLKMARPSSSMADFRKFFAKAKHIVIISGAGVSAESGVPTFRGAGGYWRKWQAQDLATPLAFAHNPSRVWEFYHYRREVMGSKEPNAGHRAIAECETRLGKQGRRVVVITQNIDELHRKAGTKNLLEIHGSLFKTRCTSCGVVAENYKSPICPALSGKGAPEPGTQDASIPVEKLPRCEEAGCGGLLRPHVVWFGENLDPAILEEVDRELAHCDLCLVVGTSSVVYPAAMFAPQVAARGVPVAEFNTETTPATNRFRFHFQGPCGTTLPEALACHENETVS
Casp6 inh = caspase-6 (human) enzyme inhibition. inhibition, % at 12.5 µM. 350,000 compounds, 0.53% hits. purified caspase-6, Z-VEID-R110 cleavage fluorescence. P55212. AID 686996;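 active means mean inhibition across replicates at least about 35%, with every replicate also reaching that limit, limit read from the data; inconclusive means only one of the two criteria met; inactive means neither criterion met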;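 further: 0% = median of neutral control wells and 100% = no fluorescence left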
Target sequence (P55212 24-179 limits assumed): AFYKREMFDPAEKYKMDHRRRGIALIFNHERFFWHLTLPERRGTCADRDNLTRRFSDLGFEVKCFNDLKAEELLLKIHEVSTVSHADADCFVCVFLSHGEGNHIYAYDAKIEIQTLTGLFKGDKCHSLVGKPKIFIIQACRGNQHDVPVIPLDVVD
Target sequence (P55212 194-293 limits assumed): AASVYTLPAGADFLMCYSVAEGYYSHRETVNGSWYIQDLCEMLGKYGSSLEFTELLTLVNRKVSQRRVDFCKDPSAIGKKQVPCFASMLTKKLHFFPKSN
An asterisk follows results filed as active; ? = inconclusive; nt = no result given; & = joins results of further samples. The list is partial, so the mix of outcomes need not match the whole.

smiles,LGR2 inh,esBAF inh,FN deposition inh,C2C12 statin,S100A4 inh HTS,SIRT5 inh,Casp6 inh
CC(C)(C)OC(=O)C[C@H]1C/C=C\C[C@H](CC(=O)N(CCO)Cc2ccccc2)C(=O)N[C@H](C(C)(C)C)COC1=O,10.3,-1.5,15.0,1.2,-8.3,nt,3.3
CCN(CC)S(=O)(=O)c1ccc(OC)c(NC(=O)CSc2ccccc2)c1,nt,8.0,2.2,61.8,nt,nt,nt
O=C(NCC(=O)N(CC1CCCO1)C1(C(=O)NC2CCCC2)CCCCC1)c1ccccc1 (configuration not stated),nt,8.6,-2.1,4.5,nt,nt,nt
Cc1cc2[nH]c(=O)c(=O)[nH]c2cc1S(=O)(=O)N1CCN(c2ccccc2)CC1,-2.1,-5.7,11.3,6.9,-3.5,nt,3.3
Cc1ccc(C)c(SCC(=O)N(C)CC(=O)Nc2ccc(N3CCOCC3)cc2)c1,-1.9,nt,10.3,nt,-1.3,-1.5,3.3
CCOC(=O)C1(CC2CC2)CCN(C(=O)c2cc(C)nc3ccc(CC)cc23)CC1,-6.2,nt,0.1,nt,-4.2,0.1,2.0
O=C(Cc1ccccc1)NCCc1cn2ccsc2n1,0.3,-4.0,5.7,1.9,-5.1,-3.5,-0.9
COCCCn1c(SCC(=O)Nc2nc3ccccc3s2)nnc1-c1ccoc1C,nt,-0.1,-4.7,3.2,nt,nt,nt
CO[C@@H]1CN(C)C(=O)c2ccc(NS(=O)(=O)CC(F)(F)F)cc2OC[C@@H](C)N(Cc2nccs2)C[C@H]1C,-0.9,-8.3,9.0,-4.0,13.0,-0.9,1.2
Cc1cccc(C)c1NC(=O)C1=C(O)c2sccc2N(C)S1(=O)=O,-2.3,nt,nt,nt,19.4,20.6*,1.5
Cc1nc2c(-c3ccc(F)cc3)c(C)nn2c(C)c1CCC(=O)NCc1ccco1,16.6,2.4,0.6,-2.0,-0.8,-4.6,1.5
O=C1CN(C(=S)Nc2ccc(OC(F)F)cc2)CCN1,32.6,nt,-5.2,nt,1.1,-1.4,-0.1
Cc1cccc(CNC(=O)C2CCCN(c3nn4c(=O)cc(C)nc4s3)C2)c1 (configuration not stated),13.8,3.0,3.0,9.0,-1.4,-0.4,1.4
O=C(Nc1nnc(-c2ccc3c(c2)CCCC3)o1)c1c(F)cccc1F,-14.4,nt,-3.6,nt,0.9,-0.5,-1.6
CC(C)(C)C(=O)CSc1ncnc2c1cnn2-c1ccccc1,nt,nt,-9.5,nt,-2.1,-4.1,-1.0
Cc1ccc(S(=O)(=O)N2C[C@@]3(O)Cn4c(=O)ccc(=O)n4C[C@@]3(OC(=O)NCC3CCCCC3)C2)cc1,-9.6,nt,0.0,nt,-0.3,-6.3,4.2
Cc1ccccc1C(=O)N1CCC(n2nccc2NC(=O)CCOc2ccccc2)CC1,-18.0,5.8,4.2,-3.3,2.0,-2.4,-2.5
CCC1CCCCN1C(=O)CSc1n[nH]c(N)n1 (configuration not stated),18.3,-1.6,-7.7,2.0,4.4,nt,-1.0
CN(C)CCCNC(=O)C[C@H]1CC[C@@H](NC(=O)c2ccccc2F)[C@H](CO)O1,6.8,-1.3,-17.4,8.9,6.2,3.1,-0.3
COc1cc(S(=O)(=O)N(Cc2ccccc2)CC2CCCO2)ccc1-n1cnnn1 (configuration not stated),-5.4,-3.6,nt,-4.7,-8.3,-2.7,nt
CC(C)CN(C(=O)c1ccc(C(F)(F)F)cc1)c1c(N)n(CC(C)C)c(=O)[nH]c1=O,-9.9,1.5,2.5,-10.0,0.1,-1.6,-2.2
CN1CCN(C(=O)c2ccc(CSc3nc4ccncc4n3Cc3ccc(F)cc3)cc2)CC1,-5.8,8.3,3.0,-15.8,-1.8,0.5,-2.6
C[C@@H]1CN([C@@H](C)CO)C(=O)Cc2cc(NC(=O)c3ccncc3)ccc2O[C@@H]1CN(C)C(=O)Nc1ccc2c(c1)OCO2,-6.1,5.7,nt,-21.1,-14.4,-1.6,-0.2
C[C@H]1CN([C@@H](C)CO)S(=O)(=O)c2ccc(C#Cc3ccccc3F)cc2O[C@H]1CN(C)C(=O)Cc1cccnc1,14.8,5.8,3.3,34.1,-2.6,10.7,2.8
CCCCCNC(=O)C(C)Sc1ccc(Cl)cc1 (configuration not stated),nt,5.6,-11.9,7.5,nt,nt,nt
O=C1CCN(c2ccc([N+](=O)[O-])cc2F)CC1,4.3,nt,nt,nt,-1.3,0.1,1.3
O=C(O)c1ccc(COc2ccc3c(c2)CCC3)cc1,-44.1,nt,4.6,nt,-3.3,0.9,-0.2
O=C(Cc1ccc(Cl)cc1)NCC(=O)N1CCN(Cc2ccccc2)CC1,-12.7,-1.9,nt,5.0,7.7,2.4,0.5
C[C@H]1CN([C@@H](C)CO)C(=O)c2cc(NC(=O)C3CC3)ccc2O[C@@H]1CN(C)Cc1ccc(Oc2ccccc2)cc1,-9.6,-2.0,nt,-14.0,7.3,-3.8,0.2
COc1ccc(-c2cc(-c3ccccc3)nc(SC(C)C(=O)O)c2C#N)cc1 (configuration not stated),-4.8,-13.4,3.6,-2.5,-1.8,3.6,8.1
CCc1ccc(CNC(=O)C2CCN(S(=O)(=O)N3CCC4(CC3)OCCO4)CC2)cc1,-4.2,nt,6.8,nt,-5.0,-0.4,-4.8
C[C@H](CO)N1C[C@H](C)[C@H](CN(C)C(=O)Nc2cccc3ccccc23)Oc2ccc(NC(=O)Cn3cnnn3)cc2CC1=O,8.2,-2.9,2.5,8.4,nt,nt,nt
COc1cc(CCC(=O)Oc2ccc(C(C)=O)cc2)cc(OC)c1OC,-0.3,nt,-1.2,nt,15.5,-0.6,3.1
O=C(CN1C(=O)COc2ccc(S(=O)(=O)N3CCOCC3)cc21)Nc1cccc(Cl)c1,-3.5,5.2,8.1,9.7,-7.1,-2.1,1.2
CCN(CC(=O)Nc1ccccc1C(F)(F)F)C(=O)COc1cccc2c1OC(C)(C)C2,4.0,3.4,6.4,7.0,-0.7,-8.6,0.8
Cc1ccccc1NC(=S)NCCc1ccc(S(N)(=O)=O)cc1,17.2,-8.2,2.4,-6.7,nt,nt,nt
Cc1ccc(C(=O)Nc2sc3c(c2C(=O)O)CCCCC3)o1,-8.8,10.1,nt,-38.6,nt,nt,nt
CCCc1ccc(OCCNC(=O)c2ccco2)cc1,-10.5,nt,-0.4,nt,-4.1,-8.0,2.3
Cc1ccc(CNC(=O)CCC(=O)c2cccs2)cc1,nt,0.5,1.1,1.8,nt,nt,nt
Cc1ccc(C)c(NC(=O)CSc2nc(C)cs2)c1,7.1,-2.1,1.5,3.5,-2.1,-1.9,-0.8
COC(=O)c1ccc(NC(=O)c2ccccc2CC[N+](=O)[O-])cc1,-1.6,8.2,4.9,-2.3,-1.7,-2.9,8.2
O=C(Nc1ccccc1Cl)c1cccc(NC(=O)C2CCCC2)c1,1.5,-2.2,0.0,-22.0,-6.9,11.3,1.5
O=C(c1ccncc1)N1CC2(C1)[C@H](c1ccccc1)[C@@H](CO)N2Cc1ccccn1,-25.5,nt,nt,nt,11.0,-2.6,0.2
Cc1cccc(C(=O)C2CCOC(C)(C)C2)c1 (configuration not stated),-14.0,nt,7.2,nt,5.5,-5.5,0.9
Cc1nc2c(ncn2-c2ccccc2)c(=O)n1NC(=O)CN1CCCCC1,5.3,nt,9.4,nt,1.0,-2.2,-3.4
O=C(CCCCCNC(=O)N1CCn2c1nc1ccccc12)N[C@@H](C(=O)O)c1ccccc1,4.4,4.1,nt,12.6,-5.2,nt,0.9
C[C@H](CO)N1C[C@H](C)[C@@H](CN(C)Cc2cncnc2)Oc2ncc(C#Cc3ccccn3)cc2C1=O,-1.9,-2.4,nt,nt,20.5,1.0,3.4
CN(C)C(/C=C/Nc1cccc(Br)c1)=C(C#N)C#N,-15.1,nt,1.7,nt,-7.2,-3.6,3.5
Cc1cc(C)cc(NC(=O)COC(=O)c2cccc(S(=O)(=O)N3CCCCC3)c2)c1,-1.2,3.4,5.9,1.4,3.4,0.5,-12.6
O=C(CN1C2CCCC1CC(NC(=O)C1CCCCC1)C2)Nc1ccccc1 (configuration not stated),3.7,-4.7,-1.0,5.5,-1.2,-0.7,0.4
COc1ccc(OC)c(S(=O)(=O)Nc2ccccc2F)c1,9.1,0.5,nt,8.7,-2.9,-5.2,0.5
O=S1(=O)NC(CC2=CCCCC2)C2CCCCC2O1 (configuration not stated),-19.5&10.5,-5.1,7.4,62.8,4.9&5.9,1.2&-3.5,2.4&-1.5
C=CCc1ccccc1OCC(O)CN1CCN(c2ccccc2OC)CC1 (configuration not stated),-0.8,0.9&-18.1,-4.9,10.4&-8.0,9.9,nt,-3.7
O=C(c1ccccc1)N1C[C@@H]2[C@H](c3ccccc31)[C@H](CO)N2S(=O)(=O)c1ccccc1,-22.2,2.5,nt,-11.0,10.2,-1.3,3.2
O=C(c1cc(C2CC2)nn1-c1ccccc1)N1CCN(Cc2c(F)cccc2Cl)CC1,-13.4,-10.8,3.3,-15.7,-1.6,0.7,3.0
CC(NC(=O)CN1c2cccc3cccc(c23)S1(=O)=O)c1ccccc1 (configuration not stated),5.8,5.3,4.9,-1.4,12.1,-1.8,7.9

Next part.
smiles,LGR2 inh,esBAF inh,FN deposition inh,C2C12 statin,S100A4 inh HTS,SIRT5 inh,Casp6 inh
COc1ccc(NC(=O)Nc2ccc3c(c2)C(=O)N([C@@H](C)CO)C[C@H](C)[C@@H](CN(C)Cc2ccc(C(=O)O)cc2)OCCCC[C@@H](C)O3)cc1,4.0,-1.0,nt,nt,0.9,0.1,-1.2
COc1ccc(CC(=O)Nc2cc(C)ccn2)cc1,nt,8.4,1.3,36.1,nt,nt,nt
CC(C)C(=O)Nc1ccc(C=C2C=Cc3ccccc32)cc1,-103.0,?,4.8,-49.7,4.2,nt,4.6
Cc1cc(C(C)(C)C)oc1C(=O)N(CC(=O)NC1CCCC1)c1c(C)cccc1C,36.5,nt,nt,nt,3.3,-1.4,-0.8
Cc1nn(C)c(C)c1NC(=O)CSc1nnc(C)n1-c1ccccc1,-0.1,-4.0,nt,-0.2,-2.3,0.2,-2.5
CC1Cc2ccccc2N1C(=O)CSc1ccccn1 (configuration not stated),-35.5,35.2,5.2,1.8,-8.8,-0.5,0.6
O=C(Nc1ccccc1F)N1CC(=O)N2[C@H](C1)[C@H](c1ccc(C#CC3CC3)cc1)[C@@H]2CO,0.6,nt,nt,nt,10.3,8.1,1.5
C[C@@H]1CCCCO[C@@H](CN(C)C(=O)CCC(F)(F)F)[C@H](C)CN([C@H](C)CO)C(=O)c2cc(NS(=O)(=O)c3ccc(Cl)cc3)ccc2O1,-5.2,31.1,-0.6,nt,0.6,14.9,-3.9
Cc1ccc(N=Cc2ccc(N(C)C)cc2)cc1C,-23.7,nt,-10.5,nt,-3.5,0.6,0.7
O=c1[nH]n(-c2ccccc2)c(=O)c(Cl)c1Cl,nt,nt,nt,nt,-18.8,-4.4,5.0
Cc1ccccc1CNS(=O)(=O)c1ccccc1[N+](=O)[O-],21.2,nt,nt,nt,3.3,13.6,-0.7
O=C(c1ccc2c3c(cccc13)CC2)C1CCCN(C(=O)c2ccc(=O)[nH]c2)C1 (configuration not stated),-8.9,nt,-0.6,nt,-19.5,-5.0,6.2
